EP2 mod: modulators of human EP2 prostaglandin E2 receptor. induction, % at 25 µM. EP2-expressing cells, cAMP HTRF FRET, PGE2 co-stimulation. actives 0.83% (n = 260,000);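 active means compounds whose cAMP rise, as percent of the full-agonist control response, exceeds 60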;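 further: rat C6 glioma line stably carrying human EP2 under a CMV promoter; the protocol text gives 20 µM as final concentration; 100% = response of wells given 1 µM PGE2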
Target sequence (P43116 whole entry, looked up): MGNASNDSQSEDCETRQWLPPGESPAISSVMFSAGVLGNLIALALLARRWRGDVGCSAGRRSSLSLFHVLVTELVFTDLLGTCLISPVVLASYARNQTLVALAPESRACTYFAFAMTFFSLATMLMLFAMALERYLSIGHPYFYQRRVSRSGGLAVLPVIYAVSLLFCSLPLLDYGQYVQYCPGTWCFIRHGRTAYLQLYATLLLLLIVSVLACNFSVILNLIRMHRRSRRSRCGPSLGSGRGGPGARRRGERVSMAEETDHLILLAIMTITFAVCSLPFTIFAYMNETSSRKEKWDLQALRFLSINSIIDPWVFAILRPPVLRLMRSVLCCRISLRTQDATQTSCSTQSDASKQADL
Active calls of the source: *; & = joins results of further samples.

`CCn1c(Cc2ccccc2)nnc1SCC(=O)N1CCCC1` gave EP2 mod -14.1.
For Cc1ccc2cc(CN(Cc3nnnn3C3CCCCC3)C3CCCCC3)c(=O)[nH]c2c1 the results were EP2 mod 60.2.
`Cc1nc(NC(=O)c2ccccc2Cl)sc1C(=O)N1CCOCC1` gave EP2 mod -2.4.
Screening CCOC(=O)C1=C(C)N(CCOC)C(=O)/C1=C\c1ccc(OC)c(OC)c1 returned EP2 mod -7.2.
Cc1sc2nc(C3CC3)n3c(=O)n(CC(=O)N(C(C)C)C(C)C)nc3c2c1C was read as EP2 mod -1.1.
`O=C(CCCSc1nc(-c2ccco2)cc(C(F)(F)F)n1)Nc1cccnc1` gave EP2 mod -30.2.
`Cc1nc2cc3c(=O)oc(C)nc3cc2c(=O)o1` gave EP2 mod -30.2.
`COC(=O)c1sc(NC(=O)COc2cc(C)ccc2C(C)C)c(C#N)c1C` gave EP2 mod -32.7.
`NC(=O)c1c(NC(=O)CN2CCCCCC2)sc2c1CCCC2` gave EP2 mod -101.2.
Screening C=CCNc1nc2c(c(=O)[nH]c(=O)n2C)n1CCO returned EP2 mod -39.8.

A draw from above in order of SMILES length, lowest first:
`O=C(CCCSc1nc(-c2ccco2)cc(C(F)(F)F)n1)Nc1cccnc1` gave EP2 mod -30.2.
Screening CCOC(=O)C1=C(C)N(CCOC)C(=O)/C1=C\c1ccc(OC)c(OC)c1 returned EP2 mod -7.2.
For Cc1ccc2cc(CN(Cc3nnnn3C3CCCCC3)C3CCCCC3)c(=O)[nH]c2c1 the results were EP2 mod 60.2.

(cont.)
For CCOC(=O)CCCN the results were EP2 mod 44.9.
Screening O=c1[nH]cnc2c1nnn2Cc1ccccc1F returned EP2 mod 19.3.
COC1CCC(C(=O)n2nc(N)c3c(C(F)(F)F)cc(C)nc32)CC1 (stereo not drawn) was read as EP2 mod -17.8.
Screening O=C(CSc1nnc(COc2cccc3ccccc23)o1)c1ccccc1 returned EP2 mod -69.0.
For O=C1COc2ccc(S(=O)(=O)NCC3COCCO3)cc2N1 (stereo not drawn) the results were EP2 mod -15.2.
`CCOC(=O)c1cc2sccc2n1CC(=O)Nc1cc(Cl)ccc1OC` gave EP2 mod 51.6.
`Cc1ccc2cc(CN(CC3CCCO3)C(=S)NCCc3ccccc3)c(=O)[nH]c2c1C` (stereo not drawn) gave EP2 mod -2.4.
`CC[C@H](Cn1nc(-c2cccs2)ccc1=O)NC(=O)CCn1nnc2ccccc21` gave EP2 mod -9.4.
Cc1cccc(N2CCN(CC(=O)N3CCOCC3)CC2)c1C was read as EP2 mod 11.2.
For COc1ccc(CC(=O)N2CCC(C(=O)c3cccnc3)CC2)cc1OC the results were EP2 mod -10.4.
For COc1cc(OC)c2c(=O)c(-c3ccccc3)c(C)oc2c1OC the results were EP2 mod 22.1.
For Cc1ccc(C2(C(=O)NCCn3nc(-c4cccs4)ccc3=O)CC2)cc1 the results were EP2 mod -28.9.
Cc1nn(CC(=O)N2CCN(Cc3ccccc3)CC2)c(=O)c2cc3occc3n12 was read as EP2 mod -22.8.
Screening CC(C)(C)C1=NN(CC(=O)N2CCCC2)C(=O)c2cc3ccccc3n2C1 returned EP2 mod -14.0.
Cc1ccc(-n2c(O)c(C=NCCCO)c(=O)[nH]c2=O)cc1 was read as EP2 mod 14.9.
Screening CCN(CC)CCCNC(C)C(=O)N1CCc2ccccc21 (stereo not drawn) returned EP2 mod -15.1.
COc1ccc(-c2c(C)nn3c(N4CCC(O)CC4)c4c(nc23)CCCC4)cc1 was read as EP2 mod 19.8.
For Cc1cc2nc3[nH]c4c(Cl)cc(Cl)cc4c3nc2cc1C the results were EP2 mod -25.5.
COc1ccc(-c2nc3cnccn3c2NCC2CCCO2)c(OC)c1 (stereo not drawn) was read as EP2 mod -11.8.
For COCCn1c(SCC(=O)c2ccc(OC)cc2)nc2sc3c(c2c1=O)CCC3 the results were EP2 mod -68.5.
Screening Cc1ccn2cc(C(=O)Nc3cccc(F)c3)nc2c1 returned EP2 mod -18.3.
For N[C@@H](Cc1ccc(O)c(O)c1)C(=O)O the results were EP2 mod -2.2&24.3.
For CC(C)c1ccc(CNn2cnnc2)cc1 the results were EP2 mod 5.8.
Screening CCOC(=O)c1c(NC(=S)NC(=O)c2cccnc2)sc2c1CCC(C)C2 (stereo not drawn) returned EP2 mod 15.0.
COc1ccc(NC(=O)c2ccco2)c(NC(=O)CSc2ccccc2)c1 was read as EP2 mod -54.8.
`CCc1ccccc1NC(=O)COc1cccc(-n2cnnn2)c1` gave EP2 mod -13.9.
For CCc1nn(CC(=O)N2CCC(C)CC2)c(=O)c2cc3occc3n12 the results were EP2 mod -68.6.
For COc1cc(/C=C\c2nc(O)c([N+](=O)[O-])c(=O)[nH]2)ccc1OCc1ccc(Cl)cc1 the results were EP2 mod -62.1.
`Cc1ccccc1N(CC(=O)NC1CCCC1)C(=O)c1nsc(Cl)c1Cl` gave EP2 mod -7.7.
`COc1cc(OC)cc(C(=O)Nc2nnn(C)n2)c1` gave EP2 mod -24.7.
Screening CCOC(=O)C(C)(C)Sc1nnc(COc2ccccc2)n1CC returned EP2 mod -36.6.
Screening Cn1c(=O)c2cc(S(=O)(=O)NC3(c4ccc(F)cc4)CC3)ccc2n(C)c1=O returned EP2 mod -58.1.
CC(C)NC(=O)C1CC(=O)N(c2ccc(C(C)C)cc2)C1 (stereo not drawn) was read as EP2 mod -17.8.
`S=c1nc(-c2ccco2)c(-c2ccco2)n[nH]1` gave EP2 mod -5.0.
`Cc1nnc(SCC2=C(C(=O)O)N3C(=O)C(N)C3SC2)s1` (stereo not drawn) gave EP2 mod 23.3.
COc1cccc(-c2noc3c2CN(C(=O)c2cnc(SC)nc2)CC3)c1 was read as EP2 mod -48.5.
OCCOCCNc1ncnc2ccc(Br)cc12 was read as EP2 mod -11.0.
CC1CCc2c(sc3nc(SCC(=O)Nc4c[nH]c(=O)[nH]c4=O)[nH]c(=O)c23)C1 (stereo not drawn) was read as EP2 mod 14.3.
CN(C)CCCNC(=O)C1CCN(c2nc3ccccc3n2C)CC1 was read as EP2 mod -22.8.
Screening Cc1cc(C)c2cc(CN(Cc3ccco3)S(=O)(=O)c3ccc(Cl)cc3)c(=O)[nH]c2c1 returned EP2 mod -20.2.
`CCOC(=O)Cc1csc(NC(=O)CSc2nc(C(C)C)nc3sc(C)c(C)c23)n1` gave EP2 mod 38.1.
`COc1cc(NC(=O)C2CC(c3c(F)cccc3Cl)=NO2)cc(OC)c1OC` (stereo not drawn) gave EP2 mod -9.6.
Screening COc1ccc(-c2ocnc2C(=O)N2CCC(C(N)=O)CC2)cc1OC returned EP2 mod -4.7.
`COc1ccc(-c2c(C)nn3c(NCCCn4ccnc4)cc(C)nc23)cc1` gave EP2 mod -38.3.
`COc1ccc(N2CCN(c3ncnc4c3nnn4Cc3ccccc3)CC2)cc1` gave EP2 mod 30.8.
For C=CCN(C(=O)CNC(=O)c1cccs1)C(C(=O)NC1CCCC1)c1cccs1 (stereo not drawn) the results were EP2 mod -0.2.
For O=C(CSc1nnnn1C1CCCCC1)c1ccc(F)cc1 the results were EP2 mod -25.2.
`Cc1cc(C)c2[nH]c(=O)c(CN(CCCO)Cc3nnnn3C3CCCCC3)cc2c1` gave EP2 mod 4.7.
Screening COc1ccccc1-n1nnnc1SCC(=O)Nc1ccccc1Cl returned EP2 mod -32.2.
Screening CC1Cc2ccccc2N1C(=O)c1cc2nc(-c3ccco3)cc(C(F)(F)F)n2n1 (stereo not drawn) returned EP2 mod 72.0*.

Quoted from the entries so far, 16 compounds:
`Cc1nnc(SCC2=C(C(=O)O)N3C(=O)C(N)C3SC2)s1` (stereo not drawn) gave EP2 mod 23.3.
COc1cccc(-c2noc3c2CN(C(=O)c2cnc(SC)nc2)CC3)c1 was read as EP2 mod -48.5.
OCCOCCNc1ncnc2ccc(Br)cc12 was read as EP2 mod -11.0.
CC1CCc2c(sc3nc(SCC(=O)Nc4c[nH]c(=O)[nH]c4=O)[nH]c(=O)c23)C1 (stereo not drawn) was read as EP2 mod 14.3.
CN(C)CCCNC(=O)C1CCN(c2nc3ccccc3n2C)CC1 was read as EP2 mod -22.8.
Screening Cc1cc(C)c2cc(CN(Cc3ccco3)S(=O)(=O)c3ccc(Cl)cc3)c(=O)[nH]c2c1 returned EP2 mod -20.2.
`CCOC(=O)Cc1csc(NC(=O)CSc2nc(C(C)C)nc3sc(C)c(C)c23)n1` gave EP2 mod 38.1.
`COc1cc(NC(=O)C2CC(c3c(F)cccc3Cl)=NO2)cc(OC)c1OC` (stereo not drawn) gave EP2 mod -9.6.
Screening COc1ccc(-c2ocnc2C(=O)N2CCC(C(N)=O)CC2)cc1OC returned EP2 mod -4.7.
`COc1ccc(-c2c(C)nn3c(NCCCn4ccnc4)cc(C)nc23)cc1` gave EP2 mod -38.3.
`COc1ccc(N2CCN(c3ncnc4c3nnn4Cc3ccccc3)CC2)cc1` gave EP2 mod 30.8.
For C=CCN(C(=O)CNC(=O)c1cccs1)C(C(=O)NC1CCCC1)c1cccs1 (stereo not drawn) the results were EP2 mod -0.2.
For O=C(CSc1nnnn1C1CCCCC1)c1ccc(F)cc1 the results were EP2 mod -25.2.
`Cc1cc(C)c2[nH]c(=O)c(CN(CCCO)Cc3nnnn3C3CCCCC3)cc2c1` gave EP2 mod 4.7.
Screening COc1ccccc1-n1nnnc1SCC(=O)Nc1ccccc1Cl returned EP2 mod -32.2.
Screening CC1Cc2ccccc2N1C(=O)c1cc2nc(-c3ccco3)cc(C(F)(F)F)n2n1 (stereo not drawn) returned EP2 mod 72.0*.

Further entries:
Screening O=C(O)c1c2ccccc2cc2ccccc12 returned EP2 mod 10.1.
COc1ccc(C2(NC(=O)c3c(C)noc3C)CCCCC2)cc1 was read as EP2 mod -26.4.
For Cn1ccnc1C(NC(=O)C1CCCC1)c1ccc(F)c(F)c1 (stereo not drawn) the results were EP2 mod -14.5.
`O=C(CCCCl)Nc1nc(-c2ccccc2)cs1` gave EP2 mod -61.4.
`COc1ccc2cc(CN(Cc3ccccc3)C(c3nnnn3Cc3ccco3)C(C)C)c(=O)[nH]c2c1` (stereo not drawn) gave EP2 mod 10.4.
CCn1c(COc2ccc(Br)cc2)nnc1SCC(=O)Nc1cccc(OC)c1 was read as EP2 mod 17.2.
For CS(=O)(=O)c1cnc2ncnn2c1C1CCCN(C(=O)C2CCCCC2)C1 (stereo not drawn) the results were EP2 mod 14.1.
O=C(NNC(=O)C1CCCCC1)c1ccncc1 was read as EP2 mod -15.8.
For CCCc1nn(CC(=O)N2CC(C)CC(C)C2)c(=O)c2cc3ccsc3n12 (stereo not drawn) the results were EP2 mod -16.4.
For COCCCNC(=S)N(Cc1ccccc1)Cc1cc2cc(C)c(Cl)cc2[nH]c1=O the results were EP2 mod -1.5.
O=C(C1CCCCC1)N(Cc1ccco1)c1nc(-c2ccccc2)cs1 was read as EP2 mod 25.5.
Screening CCN(CC)C(=O)CSc1nc(C(C)(C)C)nc2ccccc12 returned EP2 mod 29.8.
O=C(COc1ccc2ccccc2c1)NCc1ccc2c(c1)OCO2 was read as EP2 mod -122.9.
For Cc1cc(C)c2cc(C(c3nnnn3Cc3ccccc3)N3CCN(C)CC3)c(=O)[nH]c2c1 (stereo not drawn) the results were EP2 mod -39.2.
CCc1ccc(OCc2nnc(SC(C)C(=O)O)n2C)cc1 (stereo not drawn) was read as EP2 mod 7.3.
`OCCCc1nc2ccccc2n1CCCOc1ccc(Cl)cc1` gave EP2 mod -78.1.
`CCCc1nn(CC(=O)N(Cc2ccncc2)C2CC2)c(=O)c2cc3ccsc3n12` gave EP2 mod -22.9.
CCn1c(-c2ccc(OC)cc2)cnc1SCC(=O)Nc1ccc(N(C)C)cc1 was read as EP2 mod -53.8.
For Cc1cc(NCCN(C)C)n2nc(-c3ccc(Cl)cc3)cc2n1 the results were EP2 mod -19.7.
COc1ccc(-c2nsc3c(=O)n(CCc4ccc(OC)c(OC)c4)cnc23)cc1 was read as EP2 mod -12.2.
O=C(C1CCCC1)N1C2CCC1CC(c1ccc(F)cc1)C2 (stereo not drawn) was read as EP2 mod -10.1.
COc1ccc([C@@H]2CCN(C(=O)Cc3c(F)cccc3Cl)C[C@H]2O)cc1 was read as EP2 mod -31.7.
For COc1ccc(OC)c(C2NC(=O)C(O)=C2C(=O)c2cccs2)c1 (stereo not drawn) the results were EP2 mod 44.2.
`c1csc(C2=NN3C(C2)c2ccccc2OC3c2ccncc2)c1` (stereo not drawn) gave EP2 mod 50.9.
O=C(CN1CCC2(CC1)NC(=O)c1ccccc1O2)NCc1ccccc1F was read as EP2 mod -56.5.
For Cc1cccc(C)c1NC(=O)CSc1nc2c(C)ccc(C)c2cc1C#N the results were EP2 mod -31.1.
For Cc1ccc2c(c1)cc(CN(Cc1ccc3c(c1)OCO3)C(=O)NCc1ccccc1)c1nnnn12 the results were EP2 mod -6.6.
CCN(CC)C(=O)CN1N=C(c2ccc(OC)cc2)Cn2c(cc3ccccc32)C1=O was read as EP2 mod 12.1.
COc1ccccc1NC(=O)CSc1nnc2c(C)cc3ccccc3n12 was read as EP2 mod -19.3.
For CCN1c2ncccc2C(=O)NC12CCN(C(=O)c1cccnc1)CC2 the results were EP2 mod -50.7.
`O=C1N=C2CCCCC2C(c2ccccc2)N1` (stereo not drawn) gave EP2 mod -0.9.
For Cc1c(-n2cnnn2)c(=O)n(-c2ccccc2)n1C the results were EP2 mod -0.4.
Cn1c(SCC(N)=O)nc2c1c(=O)n(Cc1ccccc1Cl)c(=O)n2C was read as EP2 mod 1.0.
Screening O=C(Cn1ncc2cccn2c1=O)NCc1ccc(F)cc1 returned EP2 mod -4.6.
Screening Cc1c(Cl)cccc1NC(=O)CSc1ncc(C#N)c(N)n1 returned EP2 mod -30.8.
CCOc1ccc2[nH]c(=O)c(C(c3nnnn3C(C)(C)C)N3CCN(C)CC3)cc2c1 (stereo not drawn) was read as EP2 mod -44.7.
CC(=O)Nc1ccc(CN(Cc2ccc(C)o2)C2CC(C)(C)NC(C)(C)C2)cc1 was read as EP2 mod -16.0.
For O=C(Nc1nc(-c2ccc3c(c2)CCN3C(=O)C2CCCCC2)cs1)C1CCC1 the results were EP2 mod -59.2.
COC(=O)[C@H]1[C@@H]2C[C@H]3c4[nH]c5ccccc5c4CCN3C[C@H]2CC[C@@H]1OS(=O)(=O)O was read as EP2 mod 10.4.
For COc1ccc(C(O)CN2CCC(O)(c3cccc(C)c3)CC2)cc1 (stereo not drawn) the results were EP2 mod -48.5.
Screening CCC1CCCCN1C(=O)Nc1ccc(Cl)cc1 (stereo not drawn) returned EP2 mod -89.5.

Source: PubChem BioAssay

This is a subset; count on the stated rates, not on these rows.
